Screening data (PubChem)
RmlCD inh 1536: M. tuberculosis RmlC/RmlD inhibition; 160,000 compounds, 0.03% hits; inhibition, % at 3.6 µM; RmlC+RmlD coupled enzyme assay, percent inhibition; primary screen in compound mixtures; P9WH09+P9WH11; in the data active = inhibition mostly above about 34%, no sharp cut-off; inconclusive = no clear call, values can overlap the other calls; inactive = mostly below about 22%; also: some results filed as inactive read as strong as hits
Target sequence (P9WH09 whole entry, looked up): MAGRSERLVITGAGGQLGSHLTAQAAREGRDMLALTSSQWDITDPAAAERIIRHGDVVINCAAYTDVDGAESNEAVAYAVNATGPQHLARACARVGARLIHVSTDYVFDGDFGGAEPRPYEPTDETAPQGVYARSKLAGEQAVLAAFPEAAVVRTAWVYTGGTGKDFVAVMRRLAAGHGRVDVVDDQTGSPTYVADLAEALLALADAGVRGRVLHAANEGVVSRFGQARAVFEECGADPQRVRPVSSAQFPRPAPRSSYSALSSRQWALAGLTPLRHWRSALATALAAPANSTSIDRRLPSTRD
Target sequence (P9WH11 whole entry, looked up): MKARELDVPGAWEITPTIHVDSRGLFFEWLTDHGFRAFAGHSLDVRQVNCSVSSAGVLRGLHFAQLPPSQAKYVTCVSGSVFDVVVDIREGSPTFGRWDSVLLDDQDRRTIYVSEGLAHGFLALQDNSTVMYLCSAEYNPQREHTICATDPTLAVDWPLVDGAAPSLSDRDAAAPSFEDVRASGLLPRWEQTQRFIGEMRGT
GlmU inhibition: inhibition of mycobacterial GlmU enzyme – biochemical, glucosamine-1-phosphate acetyltransferase (AID 1376) | 220,000 compounds, 0.25% hits | M. tuberculosis GlmU acetyltransferase enzyme assay; higher % means a stronger effect | inhibition, %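 (tested at 30 µM in the primary screen)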, or IC50 in µM where a hit was titrated; in the data active = inhibition above about 13%; inconclusive = no clear call, values can overlap the other calls;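 also: 0% = complete reaction with vehicle and 100% = reaction without substrate; strong numbers were not always called active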
* = called active by the depositor; ? = inconclusive; . = not tested or not shown. Not all compounds are listed, so the mix of outcomes need not match the whole.

| smiles | GlmU inhibition | RmlCD inh 1536 |
| --- | --- | --- |
| Cc1coc2cc3oc(=O)c4c(c3cc12)CCCC4 | 7.2% | 43.0 |
| Cc1ccc(C(=O)N/N=C\c2ccc(Br)o2)o1 | 0.3% | 28.2 |
| COc1ccc(NC(=O)c2cc3nc(-c4ccccc4)cc(C)n3n2)cc1OC | 4.0% | 2.1 |
| NS(=O)(=O)c1cccc(NC(=O)COC(=O)COc2ccc3ccccc3c2)c1 | 7.1% | 5.7 |
| S=C(N/N=C/c1ccccc1Cl)Nc1ccccc1 | 3.0% | 11.1 |
| CCn1cc(C(C)NC(=O)Nc2ccccc2C(=O)OC)c(C)n1 (stereo not drawn) | -3.1% | -11.6 |
| CC(C)CC(=O)N/C(N)=N/c1nc2ccccc2o1 | 4.2% | 15.4 |
| c1cnc(SCCOc2cccc3ccccc23)nc1 | -3.6% | 11.5 |
| O=C1Nc2ccc(Br)cc2C1(O)Cc1ccncc1 (stereo not drawn) | -1.6% | 6.0 |
| Cc1cc(C(=O)Nc2sc3c(c2C#N)CCC3)no1 | -0.2% | -0.1 |
| O=C(COC(=O)c1ccc(S(=O)(=O)NCc2ccco2)cc1)NC1CCCCCC1 | 1.2% | . |
| OC(COCC1COc2ccccc2O1)CN1CCN(c2ccccc2F)CC1 (stereo not drawn) | 4.0% | -5.4 |
| CCOC(=O)C1=C(C)N(c2ccc(OC)cc2)C(=O)/C1=C\c1ccc(O)c(OCC)c1 | 1.3% | . |
| CC(C)(C)c1ccc(OCc2nc(-c3ccccn3)no2)c(Br)c1 | -4.6% | 7.2 |
| CC(C)NC(=O)CC(=O)N/N=C/c1cccs1 | -5.2% | 28.4 |
| COC(=O)C(NC(=O)c1ccccc1)(Nc1nccs1)C(F)(F)F (stereo not drawn) | 7.6% | -6.8 |
| CNc1nc(N)c([N+](=O)[O-])c(NCC2CCCO2)n1 (stereo not drawn) | -11.3% | -7.9 |
| CCCn1c(C)nc2c(c1=O)c1nc3ccccc3nc1n2CCC1=CCCCC1 | 3.5% | -10.1 |
| CCCn1nnc(NC(=O)c2cccc(OCC)c2)n1 | 4.2% | . |
| CC(=O)Nc1ccc(-c2csc(Nc3ccc(Cl)cn3)n2)cc1 | -1.7% | 8.7 |
| CCOC(=O)Cc1c(C)nc2cc(-c3ccc(C)cc3)[nH]n2c1=O | -2.3% | -3.8 |
| COc1cccc(C2C=C(c3ccc(Br)s3)Nc3ncnn32)c1OC (stereo not drawn) | 0.8% | 7.4 |
| O=C1CC(N2CCC(c3nc4ccccc4s3)CC2)C(=O)N1 (stereo not drawn) | -2.4% | 8.3 |
| COc1ccc(/C=N/n2c(-c3cc(C)[nH]n3)n[nH]c2=S)cc1 | 2.2% | . |
| O=C(O)c1n[nH]c2ccccc12 | 2.9% | 1.7 |
| COc1ccc(/C=C(/C#N)C(=O)Nc2ccc(C)cc2C)cc1C(=O)O | -3.4% | ? |
| Cc1ccc(Oc2cc([N+](=O)[O-])cc3c2C(=O)Nc2ccccc2O3)cc1 | -3.4% | . |
| CCc1c(C)nc2cc(-c3ccc(OC)c(OC)c3)nn2c1NCC1CC1 | . | 0.7 |
| O=[N+]([O-])c1ccc(N2CCOCC2)c(S(=O)(=O)N2CCOCC2)c1 | -5.3% | -7.9 |
| CCC(=O)OCC(=O)Nc1cc([N+](=O)[O-])ccc1OC | -3.8% | -13.8 |
| CCO[C@H]1OC(C(=O)NCc2ccccc2)=C[C@@H](C2CCCCC2)[C@@H]1CCCO | 3.5% | . |
| S=c1[nH]nc(CCc2ccccc2)n1Cc1ccccc1 | -7.4% | . |
| O=C(Cn1nnc2ccccc21)Nc1ccc(Cl)cn1 | -1.4% | 7.8 |
| Cc1cccc2c(C(=O)Nc3ccc(Br)cc3)cc(-c3ccccn3)nc12 | -6.3% | -8.5 |
| CCOc1ccccc1NC(=S)N(CCOC)C1CCN(C(C)=O)CC1 | 1.9% | . |
| CCP(=O)(c1cccc([N+](=O)[O-])c1)c1cccc([N+](=O)[O-])c1 | 2.9% | -1.5 |
| CC(C)c1ccc(NC(=S)NC2CCN(Cc3ccccc3)CC2)cc1 | -1.1% | . |
| COc1ccc(N=C2O/C(=C/c3sc(=S)n(CC4CCCO4)c3O)N=C2C#N)cc1 (stereo not drawn) | 3.5% | 4.3 |
| Cn1c(=O)[nH]c(=O)c2c1nc(CN1CCN(c3cccc(Cl)c3)CC1)n2CCc1ccccc1 | -0.4% | . |
| O=C(CCCn1c(=O)c2ccccc2n(Cc2ccccc2)c1=O)NCc1ccco1 | 1.4% | -3.6 |
| O=C(NC1CCCC1)c1cc(Cl)ccc1[N+](=O)[O-] | 0.3% | . |
| CCCCNC(=O)C1CCN(S(=O)(=O)c2c(C)noc2/C=C\c2ccc(OC)cc2)CC1 | -0.3% | -11.0 |
| CSc1cccc(NC(=O)C2CCN(S(=O)(=O)c3ccc(F)cc3)CC2)c1 | -4.0% | . |
| CCOC(=O)N1CCN(C(=O)Cn2ccc3ccccc3c2=O)CC1 | -2.8% | 2.0 |
| COc1ccc(NC(=O)c2ccc(-n3c(C)ccc3C)cc2)c(OC)c1 | -1.2% | 6.2 |
| Cc1cc(C)nc(SCC(=O)NN)n1 | -0.8% | 4.9 |
| O=C(O)CCc1nn2c3ccccc3nc2n(CCN2CCCCC2)c1=O | 3.4% | 12.1 |
| NC(=O)C1CCN(Cc2nc(-c3ccccc3)no2)CC1 | 6.1% | -6.6 |
| COc1ccc([C@H]2CC(=O)c3c(O)cc(O)cc3O2)cc1O | 3.3% | -8.2 |
| CCOC(=O)c1c(NC(=O)CSc2nnnn2-c2ccc(OC)cc2)sc(C)c1C | 10.1% | -3.1 |
| C=CCn1c(SCC(=O)Nc2ccc3c(c2)OCO3)nnc1-c1ccccc1 | 2.2% | 9.6 |
| O=C(OCC(=O)N1CCN(C(=O)c2ccco2)CC1)c1cc(-c2ccco2)nc2ccccc12 | 6.2% | 6.0 |
| Clc1cccc(Cl)c1C1N2CCCN12 (stereo not drawn) | 1.7% | . |
| Cc1cccc(C2c3[nH]c4ccccc4c3CCN2C(=O)c2nn(C)c(=O)c3ccccc23)n1 (stereo not drawn) | -0.9% | 8.1 |
| COc1ccccc1-c1noc(-c2cccs2)n1 | 2.5% | . |
| CCOC(=O)C1(Cc2ccc(OC)cc2)CCN(C(=O)c2cccc3nccnc23)CC1 | 2.3% | . |
| Cc1cccn2cc(COc3ccc(-c4ccccc4)cc3)nc12 | -7.3% | 13.1 |
| Cc1ccc(NC(=O)CSc2nc(N)cc(=O)[nH]2)cc1S(=O)(=O)N1CCOCC1 | 3.8% | 10.3 |
| Cc1c(C)c2cc(Cl)c(O)c(CN3CCN(C)CC3)c2oc1=O | 1.4% | 25.8 |
| Cc1ccc(OCCn2cnc(Cl)c2Cl)cc1 | -5.0% | -6.2 |

Further records follow:
| smiles | GlmU inhibition | RmlCD inh 1536 |
| --- | --- | --- |
| CN1CCC(N(C)CC(C)(C)NS(=O)(=O)c2ccccc2)CC1 | 1.3% | 3.9 |
| CCOC(=O)C1CCN(S(=O)(=O)c2ccc(-n3cnnn3)c(C)c2)CC1 | 5.0% | -6.2 |
| Cc1cc(C)n2nc(C(=O)Nc3ccc(N4CCOCC4)cc3)nc2n1 | 3.2% | 10.0 |
| COC(=O)c1sc(NC(=S)NC(=O)c2ccccc2Cl)nc1C | -0.1% | 3.5 |
| Cn1nnc(NC(=S)NC(=O)c2cccs2)n1 | 2.4% | 2.2 |
| CCOC(=S)SCc1cn2cccc(C)c2n1 | -1.2% | 7.1 |
| CCN1CCN(CC(=O)c2cc(Cl)ccc2Cl)CC1 | 0.6% | 6.3 |
| CN1CCN(c2nc3ccccn3c(=O)c2/C=C(\C#N)S(=O)(=O)c2ccccc2)CC1 | -3.3% | . |
| CC1=NNC(=O)C1CCC(=O)N/N=C/c1ccco1 (stereo not drawn) | 5.9% | -6.1 |
| Cn1c(Cc2csc(N)n2)nnc1SC/C=C/c1ccccc1 | 0.7% | . |
| CN1CCN(C(=O)C2(NC(=O)Nc3cccc(F)c3)CCCCC2)CC1 | 6.0% | 10.7 |
| O=C(N/N=C/c1cc2cc3c(cc2nc1Cl)OCO3)c1ccncc1 | 0.0% | . |
| Cc1ccc(N=C2CSC(=O)N2)cc1 | -2.0% | 8.2 |
| N#Cc1ccc(CSc2nnc(NC(=O)c3ccc(=O)[nH]c3)s2)cc1 | 4.8% | 4.1 |
| Cc1ccc(NC2=NCC(=O)N2CCc2ccccc2)cc1C | -7.2% | 28.0 |
| O=C(N/N=C/c1ccccc1)c1ccc(N2CCOCC2)c([N+](=O)[O-])c1 | 2.1% | 3.8 |
| CC1CC(C)CN(C(=O)COC(=O)c2cccc([N+](=O)[O-])c2)C1 (stereo not drawn) | 7.0% | -10.2 |
| COCCNC(=O)c1cc2sccc2n1C | 0.4% | 1.8 |
| COc1ccc(N=C2NC(=O)/C(=C\C=C\c3ccccc3)S2)cc1 | -1.6% | 5.1 |
| COc1ccc(S(=O)(=O)N2CCN(c3ccc4nnc(-c5ccc(F)cc5)n4n3)CC2)cc1 | -7.4% | 9.2 |
| O=c1c([N+](=O)[O-])cc(C(F)(F)F)cn1Cc1c(Cl)cccc1Cl | . | -5.5 |
| Cn1nc(CC(=O)N2CCN(c3ccccc3)CC2)c2ccccc2c1=O | -2.6% | . |
| Cc1sc(NC(=O)CSc2nc(N)n(CC(=O)c3ccccc3)n2)c(C#N)c1C | 1.0% | -1.6 |
| C=CCCC(=O)Nc1nc(C)c(-c2csc(Nc3ccc(Cl)cc3)n2)s1 | -2.4% | . |
| Cn1c(=O)c2ncn(CC(=O)Nc3cccc(-c4nc5ccccc5s4)c3)c2n(C)c1=O | 7.0% | . |
| CCCSc1cc(=O)n(-c2ccccc2)nc1C(=O)O | -3.7% | 9.5 |
| O=C(c1ccccc1)N1CCN(S(=O)(=O)N2CCOCC2)CC1 | 0.5% | -7.7 |
| COc1cc(NC(=O)c2n[nH]c(=O)c3ccccc23)cc(OC)c1 | 1.1% | . |
| CC(C)OP(=O)(OC(C)C)C(Nc1cccc(C(=O)O)c1)c1ccccc1 (stereo not drawn) | -0.5% | . |
| CCOC(=O)COc1ccccc1/C=C1/NC(=O)NC1=O | -3.9% | 3.9 |
| CSCCC(NS(=O)(=O)c1ccc(Cl)cc1)C(=O)OCC(=O)c1ccc(F)cc1 (stereo not drawn) | -4.0% | -5.9 |
| CCOC(=O)c1ccc(NC(=O)COC(=O)c2cccc(Oc3ccccc3)c2)cc1 | -1.7% | -8.6 |
| c1ccc(N2CCN(Cc3cn4cccnc4n3)CC2)cc1 | 0.6% | . |
| Cc1ccc(C(=O)NNC2=NC(C)(C)Cc3ccccc32)cc1 | 3.2% | -12.7 |
| CCOC(=O)c1ccc(NC(=O)CSC(=S)N2CCOCC2)cc1 | -1.0% | -8.2 |
| Nc1c(C(=O)NCc2ccco2)nnn1CC(=O)Nc1ccccc1 | 1.2% | . |
| O=C(NC1CCCC1)C(c1ccccc1)N(C(=O)c1ccco1)C1CCCC1 (stereo not drawn) | 6.7% | . |
| O=C(NC1CCN(C(=S)NCc2ccco2)CC1)c1ccc(F)cc1 | -2.8% | 17.6 |
| COc1ccc(-c2[nH]ncc2CN2CCC(C(=O)N3CCOCC3)CC2)c(F)c1 | 3.1% | -8.8 |
| CCOc1ccc(C(=O)Nc2ccccc2N2CCCC2)cc1 | -0.9% | 19.1 |
| O=S(=O)(c1ccc(N2CCN(c3ccc(F)cc3)CC2)cc1)N1CCCC1 | 4.4% | 54.6 |
| CC1(C)CC(=O)C(C=NCCN2CCN(C(=O)c3ccccc3)CC2)=C(O)C1 | 7.7% | . |
| O=C(O)c1ccc(N/N=C/c2ccc(-c3cc(Cl)ccc3Cl)o2)cc1 | -0.7% | -6.6 |
| Cn1nc(-c2ccccc2)cc1NC(=O)CCCC(=O)O | 5.2% | 6.4 |
| CCc1ccc(OCC(=O)Nc2cccc3c2CCCC3)cc1 | 0.0% | . |
| CCn1c(SCC(=O)Nc2ccccc2)nnc1-c1ccc(S(=O)(=O)N2CCOCC2)cc1 | -4.0% | -11.6 |
| O=c1[nH]c(CN2CCN(S(=O)(=O)c3ccc4c(c3)OCCO4)CC2)nc2sc3c(c12)CCCC3 | -2.4% | 1.4 |
| Cc1c(C)n(Cc2ccccc2)c2ncnc(N)c12 | 0.9% | 8.4 |
| CCc1nc(-c2ccc(C)nc2OC)no1 | 3.2% | -11.0 |
| CC(=O)Nc1ccc(SCC(=O)c2cc(C)n(-c3ccccc3)c2C)cc1 | -1.1% | -2.9 |
| O=S(=O)(NC(=NCc1ccccc1)c1ccccc1F)c1ccccc1 | 6.0% | . |
| CCC(C)(C)NC(=O)C(c1ccccc1)N(Cc1cccs1)C(=O)Cn1nnc2ccccc21 (stereo not drawn) | -0.7% | . |
| CCc1c(OC(C)=O)c2ccccc2n(C)c1=O | -3.0% | -2.6 |
| CC1CCN(CCn2c(=S)[nH]c3cc4c(cc3c2=O)OCO4)CC1 | 0.6% | -10.3 |
| Cc1cc(F)ccc1NC(=O)c1cnccn1 | -6.7% | 18.6 |
| O=C1CC(C(=O)NCc2ccccc2)N=C(N2CCCCC2)N1 (stereo not drawn) | 0.7% | . |
| NC1=NC(c2cn[nH]c2-c2ccc(F)cc2)n2c(nc3ccccc32)N1 (stereo not drawn) | -3.2% | 6.5 |
| CCCCn1c(-c2ccco2)n[nH]c1=S | 6.1% | 1.1 |
| CC(=O)Oc1ccc(N2C(=O)C3C4C=CC(CC4)C3C2=O)cc1[N+](=O)[O-] (stereo not drawn) | -3.8% | 6.5 |
| CCN(CC)C(=O)CC(c1ccc(F)cc1)c1ccco1 (stereo not drawn) | -1.6% | . |

Part of the list above in order of heavy-atom count, ascending:
| smiles | GlmU inhibition | RmlCD inh 1536 |
| --- | --- | --- |
| CCCCn1c(-c2ccco2)n[nH]c1=S | 6.1% | 1.1 |
| NC1=NC(c2cn[nH]c2-c2ccc(F)cc2)n2c(nc3ccccc32)N1 (stereo not drawn) | -3.2% | 6.5 |
| CC1(C)CC(=O)C(C=NCCN2CCN(C(=O)c3ccccc3)CC2)=C(O)C1 | 7.7% | . |
